MK inhibit – blocks S. pneumoniae mevalonate kinase; 65,000 tested, 0.48% active; purified MK, PK/LDH-coupled NADH absorbance 340 nm; AID 555; inhibition, % at 10 µM;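 active = ranked among the strongest by inhibition in the single 10 µM screen, a fixed top-ranked set picked for dose follow-up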; note: no value below 0 was filed
Spn DPM-DC inh – inhibitors of Streptococcus pneumoniae diphosphomevalonate decarboxylase. purified DPM-DC, PK/LDH coupled NADH fluorescence. calls only at 10 µM. 65,000 tested, 0.49% active. AID 556;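 active = the 320 compounds with the highest percent inhibition in the single-dose primary screen, excluding strongly autofluorescent ones, cut at about 32% in these data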;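 note: kinetic rate of NADH fluorescence loss reporting ADP formed by the decarboxylase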
HT1080 cytotoxicity – HT1080 cell viability loss – fluorescence readout (AID 620). HT1080 viability, fluorescence; higher % means a stronger effect. 87,000 tested, 0.42% active. cytotoxicity, % at 10 µM, or EC50 in µM where a hit was titrated;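 note: cells exposed to compound overnight then 4 h with Alamar Blue; 0% = vehicle DMSO and 100% = killing control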
HPDE-C7 viability – cytotoxicity in HPDE-C7 cells, cell-based, fluorescence, HTS (AID 430); one-dose cytotoxicity, % at 10 µM; EC50 in µM for titrated hits; HPDE-C7 pancreatic duct cells viability, fluorescence; higher % means a stronger effect; 63,000 tested, 1.8% active;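 note: cells exposed to compound for 48 hours before viability readout; 0% = vehicle and 100% = reference cytotoxic drug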
TNAP inhibition – human TNAP enzyme inhibitors, biochemical, luminescent (AID 518) | purified TNAP enzyme, luminescent substrate readout; higher % means a stronger effect | one-dose inhibition, % at 20 µM; IC50 in µM for titrated hits | 64,000 tested, 0.09% active; in the data active = a potency from the dose series; inactive = the rest, 99 in 100 with inhibition below about 22%;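 note: plate controls were vehicle for no effect and reference inhibitor for full effect; many of its hits are not listed in these tables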
PMK inhibit – blocks S. pneumoniae phosphomevalonate kinase; purified PMK, PK/LDH-coupled NADH absorbance 340 nm; inhibition, % at 10 µM; 65,000 tested, 0.49% active;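 active = top-ranked compounds by inhibition in the single 10 µM screen, taking a fixed number of the strongest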;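 note: 0% = full reaction with DMSO carrier and 100% = background rate without enzyme reaction; no value below 0 was filed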
Bfl-1 inhibitors – displacement of Bid BH3 peptide from Bfl-1 – biochemical, fluorescence polarization, FITC-Bid, mouse, primary screen (AID 432) | one-dose displacement, % at 20 µM; IC50 in µM for titrated hits | FITC-Bid BH3 peptide fluorescence polarization displacement; higher % means a stronger effect | 64,000 tested, 0.02% active; in the data active = a potency from the dose series; inactive = the rest, 99 in 100 with displacement below about 15%; note: strong numbers were not always called active
LYP phosphatase – LYP phosphatase inhibitors, primary screen, biochemical, DiFMUP fluorescence, recombinant catalytic domain, 10 µM (AID 606); recombinant LYP catalytic domain, DiFMUP fluorescence; higher % means a stronger effect; inhibition, % at 10 µM, or IC50 in µM where a hit was titrated; 52,000 tested, under 10 active;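 active = IC50 under 40 µM in the dose-response test; inactive = IC50 of 40 µM or more, or never dose-tested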
KRASV12 cytotoxicity – viability loss of HPDE-C7K cells – cell-based, fluorescence, HTS, primary screen (AID 431); HPDE-C7K KRASV12 cells, Alamar Blue viability, 48 h; higher % means a stronger effect; 63,000 tested, 1.7% active; cytotoxicity, % at 10 µM, or EC50 in µM where a hit was titrated;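 active = compounds whose percent cytotoxicity in the single-dose primary screen, scaled between solvent and toxic-drug controls, exceeds 50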;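 note: 0% = DMSO solvent wells and 100% = doxorubicin-treated wells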
PMK inhibit pilot replicates – further read-out of PMK inhibit, marked with its call; inhibition, %; measured here: pilot screen replicates
MK inhibit pilot replicates – second read-out of MK inhibit, no call of its own (marks repeat the call); inhibition, %; measured here: pilot screen replicates
Spn DPM-DC inh pilot screen % – also measured in Spn DPM-DC inh; calls as there; inhibition, %; measured here: pilot screen trials
Starred values were filed as active, the others as inactive; i = inactive; x = no result given. Cut-off read from the data, not from the text of the source, unless noted: active = cytotoxicity above about 50%; inactive = the rest.

SMILES	MK inhibit	Spn DPM-DC inh	HT1080 cytotoxicity	HPDE-C7 viability	TNAP inhibition	PMK inhibit	Bfl-1 inhibitors	LYP phosphatase	KRASV12 cytotoxicity	others
O=C(CSc1ncnc2c1nnn2-c1ccc(F)cc1)NCC1CCCO1 (centres undefined)	6	i	-7%	-3%	-1%	3	1%	7%	-16%
CCCCCc1c(C)nc(NCc2ccccc2)[nH]c1=O	11	i	-3%	-9%	14%	7	0%	-5%	3%
CCCc1nnc(NC(=O)c2c(O)c3cccc4c3n(c2=O)CCC4)s1	10	i	13%	0%	8%	12	1%	-4%	7%
Cc1ccc(SCCC(=O)N(C)C)cc1	6	i	8%	1%	22%	9	5%	2%	7%	PMK inhibit pilot replicates=2.0;MK inhibit pilot replicates=0.0;Spn DPM-DC inh pilot screen %=0.0
CCOc1cc(CNc2ncc(-c3ccc(OC)cc3)n2C)ccc1O	6	i	0%	5%	-2%	9	-10%	x	15%
CCCCOC(=O)C1=C(C)Nc2ncnn2C1c1cccc(OC)c1 (centres undefined)	11	i	7%	-5%	-1%	5	4%	5%	4%
O=C(Nc1ccc(-n2cnnn2)cc1)C1CCC1	7	i	-5%	5%	9%	11	0%	1%	-5%
O=C1CC(c2ccco2)CC(O)=C1C=Nc1cc(Cl)ccc1O (centres undefined)	2	i	9%	56%*	8%	0	13%	2%	76%*
O=C(NC1CC1)c1ccc(CS(=O)(=O)c2c(Cl)cccc2Cl)o1	3	i	12%	11%	16%	0	-8%	x	-5%
O=C1NC(NS(=O)(=O)c2ccccc2)(C(F)(F)F)C(=O)N1Cc1cccnc1 (centres undefined)	7	i	-5%	-8%	2%	15	-5%	10%	9%
Cc1cc(C(C)(C)C)ccc1OCCN(C)C	30	i	-4%	-18%	7%	9	2%	10%	-14%
CCCCNS(=O)(=O)c1ccc2nc(SCC(=O)c3ccc(C#N)cc3)[nH]c2c1	3	i	-4%	6%	10%	15	1%	8%	11%
CCOC(=O)C1CCCN(C(=O)c2cn(CC)c(=O)c3cc(OC)c(OC)cc23)C1 (centres undefined)	5	i	-4%	2%	6%	4	6%	-3%	0%
c1ccc(OCc2nc3ccccc3[nH]2)cc1	12	i	0%	7%	6%	0	-1%	-6%	-1%	PMK inhibit pilot replicates=0.0;MK inhibit pilot replicates=0.0;Spn DPM-DC inh pilot screen %=0.5
O=P(O)(CCCCP(=O)(O)CCc1ccccc1)CCc1ccccc1	10	i	17%	-17%	5%	8	-6%	-2%	-8%
COc1ccc(OC)c(NC(=O)c2cnc3n(c2=O)CCS3)c1	7	i	x	2%	8%	5	-14%	6%	10%
Cc1ccsc1C1NC(=O)c2c(sc3c2CCN(C)C3)N1 (centres undefined)	3	i	10%	0%	41%	0	22%	12%	0%
COc1ccc(-c2nnn(CC(=O)N(C3CCCCC3)C(C)C(=O)NC3CCCC3)n2)cc1OC (centres undefined)	11	i	-8%	-7%	7%	8	5%	7%	-4%
CC1(c2ccccc2)CC(c2ccccc2)=Nc2nonc2N1 (centres undefined)	8	i	0%	x	18%	7	1%	-9%	x
CCOc1ccc(-c2nc(C#N)c(N3CCN(CC)CC3)o2)cc1	1	x	-1%	0%	12%	8	-7%	-20%	4%
O=C(CN1C(=O)c2ccccc2S1(=O)=O)N1CCc2ccccc2C1	2	i	-1%	7%	9%	7	-3%	-11%	8%
COC(=O)c1ccc(-c2nc3ccccc3o2)cc1	0	x	-1%	-9%	12%	3	-4%	8%	-21%
COc1ccc(Nc2nc(Nc3ccc(OC)cc3)nc(-n3[nH]c(=O)c(C)c3C)n2)cc1	1	i	14%	26%	8%	3	-1%	7%	46%	PMK inhibit pilot replicates=1.0;MK inhibit pilot replicates=0.0;Spn DPM-DC inh pilot screen %=1.5
COc1ccc(OC)c(NC(=O)CSc2nnc(CNC(=O)c3ccco3)o2)c1	0	i	x	-22%	4%	9	-27%	11%	-12%
COc1ccc(CNC(=O)CN(C(=O)c2cc3sccc3n2C)C2CCCC2)cc1	10	i	-19%	-18%	7%	7	0%	x	-32%
New compounds follow.
SMILES	MK inhibit	Spn DPM-DC inh	HT1080 cytotoxicity	HPDE-C7 viability	TNAP inhibition	PMK inhibit	Bfl-1 inhibitors	LYP phosphatase	KRASV12 cytotoxicity	others
Cc1ccc(CNC(=O)CCS(=O)(=O)c2cc(Br)cc3c2N(C(=O)C2CC2)CC3)o1	0	i	8%	-14%	-7%	8	-6%	11%	5%
CCOc1ccccc1-n1c(SCC(=O)NC(C)(C)C)nnc1-c1ccoc1C	0	i	5%	7%	11%	17	-3%	x	6%
Cc1ccc(S(=O)(=O)c2cc3c(=O)n4ccccc4nc3n(CC3CCCO3)c2=N)cc1 (centres undefined)	5	i	0%	7%	8%	6	-2%	-4%	14%
Cc1nc(SCC(=O)NCc2ccco2)c2oc3ccccc3c2n1	4	i	-6%	7%	12%	0	3%	6%	-16%
N#CCSc1nnc2c(Cl)cc(Cl)cn12	6	i	6%	3%	9%	0	-1%	4%	7%
COc1ccc(-c2csc(Cc3nnc4n3CCCCC4)n2)cc1OC	2	i	3%	-8%	3%	17	-4%	7%	-7%
CCOC(=O)CC(=O)CSc1ccc2nnc(-c3ccccc3)n2n1	7	i	1%	3%	10%	9	-5%	1%	-4%
Cc1nn(Cc2ccccc2)c(Cl)c1C(=O)OCc1nnc(-c2ccccc2)o1	0	i	4%	-8%	4%	0	-8%	x	-14%
Cc1ccc(C2C3=C(CC(C)(C)CC3=O)NC3=C2C(=O)CC(C)(C)C3)o1	10	i	2%	-3%	10%	13	1%	17%	-1%
O=c1[nH]n(-c2ncnc3c2cnn3-c2ccccc2)c(=O)c2ccccc12	5	i	8%	-13%	-28%	0	-8%	-24%	-3%
c1ccc(-n2ncc3c(N4CCN(c5ccccn5)CC4)nc(N4CCCCC4)nc32)cc1	7	i	-12%	-8%	8%	0	-4%	0%	-4%
CCn1ncc(C2=NOC(C(=O)NCCc3ccccc3)C2)c1C (centres undefined)	1	i	4%	-13%	6%	0	1%	5%	-3%
N#CC1=C(N)Oc2n[nH]c(-c3ccccc3)c2C1c1ccncc1 (centres undefined)	4	i	-9%	1%	18%	23	-11%	6%	-1%
Clc1ccc(Cc2nnc(-c3cccs3)o2)cc1	7	i	-4%	-4%	10%	11	0%	-9%	-4%
COc1ccc(C(=O)Nc2nc3nc(-c4ccccc4)cc(=O)n3[nH]2)cc1	11	i	-3%	-5%	6%	8	-4%	5%	0%
O=C(NCC1COc2ccccc2O1)c1ccco1 (centres undefined)	11	i	0%	-5%	10%	0	-5%	x	-12%
Cc1ccc2[nH]c(=O)c(CN(Cc3ccccc3Cl)C(=O)N3CCOCC3)cc2c1	12	i	-19%	10%	12%	10	0%	6%	3%
Oc1oc(-c2ccccc2)nc1C=NCc1ccncc1	4	i	13%	5%	11%	9	0%	8%	21%
Cc1cccnc1NC(=O)c1c(O)c2ccccc2n(C)c1=O	6	i	-1%	-2%	3%	6	-5%	x	-10%
COc1cc(OC)c(C2CC(=O)N3CN(c4ccc(C)cc4)CSC3=C2C#N)cc1OC (centres undefined)	41*	i	1%	4%	14%	14	-16%	2%	-7%
C=CCNc1ncnc2c1ncn2C1OC(CO)C(O)C1O (centres undefined)	11	i	20%	46%	9%	0	-4%	2%	54%*
CC(C)=CC(=O)Nc1nnc(-c2cccnc2)s1	9	i	0%	1%	11%	14	9%	8%	7%
COc1ccc(NC(=O)C=C(C)C)cc1Cl	3	i	8%	-3%	9%	4	3%	17%	-4%
NC(=O)CSc1nnc(-c2ccc(O)cc2)n1Cc1ccco1	10	i	-3%	-1%	7%	11	5%	1%	-3%	PMK inhibit pilot replicates=3.0;MK inhibit pilot replicates=0.0;Spn DPM-DC inh pilot screen %=1.0
COc1ccc(OC)c(-n2c(C)nc3cc(C(=O)O)ccc32)c1	5	i	9%	-9%	7%	12	5%	15%	-6%
New compounds follow
SMILES	MK inhibit	Spn DPM-DC inh	HT1080 cytotoxicity	HPDE-C7 viability	TNAP inhibition	PMK inhibit	Bfl-1 inhibitors	LYP phosphatase	KRASV12 cytotoxicity	others
Oc1ccc2ccccc2c1/C=N/n1cnnc1	17	i	1%	10%	17%	0	13%	21%	19%
COc1ccc(C2SCCN2S(=O)(=O)c2ccc(F)cc2)cc1OC (centres undefined)	5	i	-12%	-18%	12%	16	-2%	x	-12%
Cc1ccc(C2C3=C(CC(C)(C)CC3=O)Nc3[nH]c(=S)[nH]c(=O)c32)cc1 (centres undefined)	13	i	x	-32%	14%	18	-9%	x	-23%
CCOC(=O)CSc1nc(NCc2ccco2)c2ccccc2n1	4	i	0%	0%	2%	5	-4%	17%	-7%
O=S(=O)(Cc1ccccc1)Nn1cnnc1	0	i	0%	-20%	8%	0	0%	x	-26%
Clc1ccc2[nH]c3c(NCCCN4CCOCC4)ncnc3c2c1	11	x	3%	32%	-8%	5	-3%	x	40%
O=C(O)Cn1c(P(=O)(O)c2ccccc2)nc2ccccc21	10	i	3%	13%	-6%	20	3%	x	10%
COC(=O)C1=C(N)Oc2cc(C)n(Cc3ccncc3)c(=O)c2C1c1cccnc1 (centres undefined)	5	i	6%	4%	4%	16	-12%	1%	6%	PMK inhibit pilot replicates=1.5;MK inhibit pilot replicates=0.0;Spn DPM-DC inh pilot screen %=0.0
COC(=O)c1cccc(NC(=O)c2nn(C)c(=O)c3ccccc23)c1	7	i	-1%	2%	7%	6	4%	15%	3%
OC1CN=C2Sc3ccccc3N2C1 (centres undefined)	5	i	-3%	7%	12%	0	-9%	2%	13%
CCc1ccc(NC(=O)c2cccnc2)cc1	4	i	8%	11%	17%	11	-5%	-2%	15%	PMK inhibit pilot replicates=0.5;MK inhibit pilot replicates=0.5;Spn DPM-DC inh pilot screen %=2.5
O=S(=O)(/N=C/N1CCOCC1)c1ccc(Cl)cc1	14	i	-5%	-6%	3%	12	1%	12%	-2%
COc1ccc(C2N3CC4(C)CN2CC(C)(C3)C4=O)cc1OC (centres undefined)	5	i	0%	0%	6%	3	10%	6%	-2%
Cc1noc(C(=O)Nc2ccc3c(c2)OCO3)c1Cl	10	i	-7%	19%	16%	0	-7%	-1%	5%	PMK inhibit pilot replicates=4.0;MK inhibit pilot replicates=2.5;Spn DPM-DC inh pilot screen %=0.5

Arranged by formula weight (lowest first): some entries from above
SMILES	MK inhibit	Spn DPM-DC inh	HT1080 cytotoxicity	HPDE-C7 viability	TNAP inhibition	PMK inhibit	Bfl-1 inhibitors	LYP phosphatase	KRASV12 cytotoxicity	others
CCc1ccc(NC(=O)c2cccnc2)cc1	4	i	8%	11%	17%	11	-5%	-2%	15%	PMK inhibit pilot replicates=0.5;MK inhibit pilot replicates=0.5;Spn DPM-DC inh pilot screen %=2.5
Oc1ccc2ccccc2c1/C=N/n1cnnc1	17	i	1%	10%	17%	0	13%	21%	19%
O=S(=O)(/N=C/N1CCOCC1)c1ccc(Cl)cc1	14	i	-5%	-6%	3%	12	1%	12%	-2%
O=C(O)Cn1c(P(=O)(O)c2ccccc2)nc2ccccc21	10	i	3%	13%	-6%	20	3%	x	10%
Clc1ccc2[nH]c3c(NCCCN4CCOCC4)ncnc3c2c1	11	x	3%	32%	-8%	5	-3%	x	40%

This is a random part of the collection; any-hit rate near 3.5%.
